Dynein cargo inh: inhibitors of GR-EGFP nuclear translocation, primary screen, dynein cargo transport inhibitor project, imaging, high-content, 3617.4 mouse cells; 220,000 tested, 0.47% active; z-score, hits read low; test concentration mostly 20 µM; stimulated with dexamethasone, 1 µM; hits give low values;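 active = plate z-score of nuclear minus cytoplasmic receptor signal below a set negative limit, without overly bright fluorescence or cell loss, cut at about -3.5 in these data, passing the limit was not always enough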;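 note: z-score of nuclear minus cytoplasmic ring GR-EGFP intensity difference per well; some compounds called inactive have numbers as strong as hits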
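Also added: dexamethasone, 1.0 µM final. Medium: tet-free, stripped-serum medium. Detection: fixed, Hoechst-stained cells imaged at 10x for EGFP. Read-out: nuclear-to-cytoplasmic GR-EGFP distribution per well. Times: induction 48 h, compound 1 h, agonist 30 min.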
human PMI inhibition: inhibitors of human PMI, primary screen, biochemical, fluorescence intensity, coupled assay (AID 1209); Mannose-6-phosphate isomerase (Homo sapiens); purified PMI enzyme, coupled fluorescence intensity; higher % means a stronger effect; one-dose inhibition, % at 20 µM; IC50 in µM for titrated hits; 190,000 tested, 0.42% active; in the data active = inhibition above about 50%;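 note: plate controls were DMSO vehicle for no effect and wells lacking substrate for full effect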
T cell HTS: modulators of CD8 T cell-vesicle binding, primary screen, mouse 2C CD8+ T cells, flow cytometry | 330,000 tested, 0.068% active | calls only at 7 µM | 2C CD8+ T cell-vesicle binding; hits give low values;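 active = response, share of CD8 T cells binding vesicles, and their 90th percentile fluorescence all below set limits, cut at about 80% in these data, passing the limit was not always enough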
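Benchmarks: naked versus QL9-loaded vesicles / Assay system: purified 2C TCR transgenic mouse naive CD8+ T cells / Technique: high-throughput flow cytometry with anti-B7-1 and anti-CD8 staining / Timing: Cell–vesicle co-incubation 1.5 h at 37 °C, staining 20 min on ice / Read-out: percent CD8+ FL2 mean versus row control / Probe or stimulus: QL9-loaded Drosophila micro-vesicles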
bCat nuc transl: modulators of beta-catenin nuclear translocation, primary screen, imaging, HeLa cells, immunofluorescence, high-content; nuclear translocation activity, % at 5 µM; 190,000 tested, 0.3% active;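 active = nuclear translocation activity above 50% at 5 µM, with a well cell count of 50 or more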;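 note: per-cell ratio of nuclear to cytoplasmic median beta-catenin stain intensity; plate controls were DMSO negative control for no effect and GSK-3 inhibitor IX positive control for full effect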
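Assay system: human HeLa cells, native beta-catenin; doses: 5 µM primary, 0.02–20 µM confirmation; incubation: compound treatment 24 h, 37°C, 5% CO2; technique: fluorescence imaging of beta-catenin antibody stain plus DAPI; measure: % activation, nuclear-to-cytoplasmic median beta-catenin signal ratio per cell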
Myeloid diff 2: induction of myeloid progenitor differentiation, primary screen, cell-based, flow cytometry, MLPCN library. ER-HoxA9 myeloid progenitors, lysozyme-GFP differentiation. calls only at 10 µM. 360,000 tested, 1% active;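 active = normalized GFP-positive differentiation at or above the plate's own cutoff, the solvent-only control mean plus 3 SD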;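 note: cells exposed to compound for four days before flow analysis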
Ins promoter up: insulin promoter activators in MIN6 cells, imaging, high-content screening, mouse beta cells; MIN6 insulin promoter-GFP reporter; hits give high values; z-score at 5 µM; 190,000 tested, 0.3% active;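 active = z-score above 3 at 5 µM with at least 500 cells counted in the well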
Lipid droplet: inhibitors of hepatocyte lipid droplet formation, primary screen, imaging, high-throughput imaging, BODIPY stain | AML12 mouse hepatocytes, oleate lipid droplets | inhibition, % at 6.5 µM | 240,000 tested, 0.4% active | AID 1656, 2009;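 active = lipid droplet intensity inhibited by at least 50%, with more than 500 cells counted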
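Technique: fluorescence imaging, 20x objective, two fields per well / Assay system: AML12 hepatocytes (mouse) / Measure: % inhibition of lipid droplet signal / Doses: 6.5 µM single-point dosing / Incubation: overnight exposure / Reagent: 100 µM oleic acid challenge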
TNAP activators: human TNAP enzyme activators, primary screen, biochemical, luminescent, no phosphate acceptor, uHTS (AID 1001); Alkaline phosphatase, tissue-nonspecific isozyme (Homo sapiens); purified TNAP, luminescent activation assay, no phosphate acceptor; higher activation fold means a stronger effect; one-dose activation fold at 20 µM; EC50 in µM for titrated hits; 200,000 tested, 0.03% active; in the data active = activation fold from about 3, or a potency from the dose series; inactive = the rest, 99 in 100 with activation fold below about 1.6; note: many of its hits are not listed in these tables
MT stabilize HCS: microtubule stabilizers in HeLa cells, primary screen, imaging, high-content imaging; HeLa tubulin immunostaining HCS, 24 h; share of cells brighter than vehicle mean+2SD; % tubulin-high responders, % at 10 µM; 200,000 tested, 0.83% active; AID 2205, 2009;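 active = plate Z-score above 3 for both tubulin-high and condensed-nucleus cell shares, with cell loss under 80%, at 10 µM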;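 note: anti alpha tubulin signal scored within the nucleus-defined area of each cell; some results filed as inactive read as strong as hits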
Dynein cargo inh cytoplasmic EGFP: further read-out of Dynein cargo inh, marked with its call; z-score; measured here: cytoplasmic GR-EGFP intensity; hits give high values
Dynein cargo inh nuclear GR-EGFP: also measured in Dynein cargo inh; calls as there; z-score; measured here: nuclear GR-EGFP intensity;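 lower value marks the stronger effect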
Dynein cargo inh cell count: further read-out of Dynein cargo inh, marked with its call; z-score; measured here: cell count per field
Ins promoter up cell count: also measured in Ins promoter up; calls as there; cell count; measured here: cytotoxicity, nuclei count;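 total cells summed across four imaged fields per well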
Lipid droplet cells 6.5 µM: recorded beside Lipid droplet, whose call it bears; cell count; measured here: cell count, cytotoxicity flag;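 cells counted across two imaged fields per well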
bCat nuc transl cell count 5 µM: further read-out of bCat nuc transl, marked with its call; cell count; measured here: cell count, cytotoxicity flag
T cell HTS vesicle-bound %: recorded beside T cell HTS, whose call it bears; double positive events, %; measured here: CD8+ vesicle-bound cell fraction;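 binding gate set so that unloaded-vesicle control wells show 10% double positive cells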
MT stabilize HCS Hoechst-high %: recorded beside MT stabilize HCS, whose call it bears; % Hoechst-high responders; measured here: nuclear condensation Hoechst responders;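 share of cells brighter than vehicle mean plus two SD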
MT stabilize HCS cytotoxicity %: recorded beside MT stabilize HCS, whose call it bears; toxicity, %; measured here: cytotoxicity by cell density;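 0% = mean cell density of plate MIN control wells and 100% = no cells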
Myeloid diff 2 GFP+ MAC1+ %: further read-out of Myeloid diff 2, marked with its call; GFP+ MAC1+ double positive, %; measured here: differentiation confirmed by MAC1 staining
* marks the source's active call; other numbers are inactive results; i = inactive; / = not tested or not shown.

SMILES	Dynein cargo inh	Dynein cargo inh cytoplasmic EGFP	Dynein cargo inh nuclear GR-EGFP	Dynein cargo inh cell count	human PMI inhibition	T cell HTS	T cell HTS vesicle-bound %	bCat nuc transl	bCat nuc transl cell count 5 µM	Myeloid diff 2	Myeloid diff 2 GFP+ MAC1+ %	Ins promoter up	Ins promoter up cell count	Lipid droplet	Lipid droplet cells 6.5 µM	TNAP activators	MT stabilize HCS	MT stabilize HCS Hoechst-high %	MT stabilize HCS cytotoxicity %
N/C(=N\OC(=O)c1ccc(Cl)cc1[N+](=O)[O-])c1cccnc1	1.56	-0.193	0.728	-0.652	/	i	44.5	-1.9	1105	i	0.4	0.36	1414	-8.9	722	/	/	/	/
COC(=O)C1=C(NC(=O)COc2ccc(Cl)cc2Cl)CCS1	1.27	-0.261	0.849	-1.08	-10.0%	i	27.9	1.0	1062	i	0.2	-0.28	1346	5.2	630	0.9	5.3	2.4	7.5
Cc1sc2ncn(C(C)C(=O)OC3CCCCC3)c(=O)c2c1C (stereo not drawn)	-0.862	-0.156	-0.182	0.466	-4.4%	i	28.6	-2.6	1056	i	0.7	2.28	867	8.6	769	1	1.4	1.0	7.3
O=C1NC(c2ccccc2Br)=N/C1=C\c1ccco1	0.183	-0.129	0.523	-0.939	/	i	25.7	0.1	1321	i	0.4	0.78	984	-1.4	701	/	/	/	/
CCCCOc1ccc(C(=O)Oc2ccc(C)nc2)cc1	1.59	-0.13	0.914	-1.75	16.7%	i	20.1	2.5	1132	i	7.2	0.4	1018	9.5	769	1.1	3.0	1.7	0.7
CCCc1ccc(Oc2cc(N3CCOCC3)nc(-c3ccccc3)n2)cc1	-0.624	-0.0917	-0.19	0.325	/	i	11.1	/	/	i	1.2	/	/	/	/	/	1.3	1.0	8.7
O=[N+]([O-])c1ccc2c(c1)nc1n2CCN(C2CCCCC2)C1	0.081	-0.221	0.267	0.804	-46.5%	i	46.4	-0.1	1531	i	1.2	-0.04	1496	/	/	1	4.4	1.9	7.9
CCOCCCNS(=O)(=O)c1ccc(Br)cc1	0.459	-0.245	0.391	2.18	10.7%	i	58.5	/	/	i	2.0	-0.3	1270	3.8	713	1.1	3.8	1.8	6.2
O=c1c(N2CCOCC2)coc2ccccc12	1.02	-0.265	0.476	-0.342	-82.2%	i	58.2	0.2	1072	i	0.3	0.5	1361	-18.4	687	1.1	2.5	2.1	4.4
CCOC(=O)Cc1nnc(NC(=O)C2CCCCC2)s1	0.273	-0.333	-0.386	0.466	7.0%	i	44.8	-1.0	1503	i	0.1	1.39	1383	11.1	643	1.1	2.9	1.6	2.4
CCCC1(CCC)NC(=O)NC1=O	0.937	-0.135	0.67	0.324	3.0%	i	38.3	/	/	i	0.6	-0.23	1295	-10.1	626	1.1	1.9	1.1	4.5
Cc1cc(NC(=O)C2CCCCC2)ccc1NC(=O)c1ccccc1Cl	0.236	-0.229	1.32	-0.95	-2.8%	i	48.4	-2.4	1034	i	0.2	0.07	2426	-6.9	639	0.9	2.6	3.0	9.0
O=[N+]([O-])c1cccc(/C=N/Nc2nc(C(Cl)(Cl)Cl)nc3ccccc23)c1	-0.741	0.775	-0.5	0.382	5.2%	i	42.5	-0.5	915	i	0.4	-0.6	1282	6.1	645	1.1	2.8	1.9	7.8
O=C1NC(c2cccs2)Nc2ccccc21 (stereo not drawn)	-0.632	0.0262	-0.0168	0.541	4.8%	i	48.4	-2.4	965	i	1.5	0.87	1011	6.6	806	1.1	2.1	1.2	0.3
Cc1ccccc1OCc1nc(-c2cccnc2)no1	-0.117	0.0623	0.0162	-0.227	/	i	20.8	0.7	1602	i	0.5	-1.03	1724	11.5	688	1.1	3.0	2.6	3.1
COc1ccc(C(=O)Nc2cccc(S(C)(=O)=O)c2)cc1	0.47	0.508	0.834	-0.593	-1.8%	i	59.8	-6.0	1082	i	0.6	-0.62	1580	-0.3	644	1.1	3.3	1.8	7.4
Cc1ccc(C(=O)CCC2CCCC2=O)cc1 (stereo not drawn)	-0.103	-0.268	0.535	-0.0336	1.3%	i	58.7	0.2	1057	i	0.6	0.82	1949	-1.0	693	1.1	3.2	2.3	4.7
COc1cccc(NC(=O)C2CCN(c3ncccn3)CC2)c1	1.28	-0.0184	0.783	-0.476	8.3%	i	15.8	1.6	874	i	1.5	-0.12	960	-0.3	715	0.9	3.5	2.5	21.6
CCOC(=O)c1ccc(Oc2nc(NC(C)(C)C)nc(N(C)C)n2)cc1	0.673	-0.093	0.699	-0.681	-1.2%	i	53.5	/	/	i	1.3	0.96	1051	28.6	783	1	1.0	1.4	8.0
Cc1cc(C)cc(OCCNS(=O)(=O)c2cccs2)c1	0.256	-0.221	0.317	-0.252	10.5%	i	42.9	0.3	1076	i	0.0	/	/	-11.7	706	1	2.5	1.9	5.8
COc1cc(CN2CCNC(=O)C2CC(=O)N(C)Cc2ncc[nH]2)cc(OC)c1 (stereo not drawn)	1.36	-0.185	1.13	-1.32	/	i	53.3	0.7	1530	i	0.2	-0.97	1661	2.2	701	1	4.3	1.6	6.9
COc1ccc(-n2nc([N+](=O)[O-])c(=NCc3ccco3)n2O)cc1	0.386	-0.329	0.118	0.282	-5.9%	i	43.8	-1.3	1162	i	0.1	/	/	-1.8	656	1.1	3.6	1.4	2.7
O=C(NCc1ccco1)C1CCCCC1	-0.352	-0.211	0.272	0.486	9.1%	i	59.9	-0.1	1564	i	0.7	-0.78	1421	13.2	730	1.1	2.0	1.2	9.2
O=C(CSc1nc2ccccc2[nH]1)Nc1nc(-c2cccc(Br)c2)cs1	0.392	-0.186	0.0951	-0.303	4.9%	i	47.5	0.0	1079	i	0.6	-0.16	1534	-1.8	656	1.5	3.1	2.0	7.2
CCCCCCCC(=O)NC(Nc1ccccc1OC)C(Cl)(Cl)Cl (stereo not drawn)	1.3	-0.213	1.06	-0.536	9.2%	i	11.2	1.2	1351	i	4.9	-0.13	1580	/	/	1.1	2.8	2.8	10.4
COc1ccc(N2CCc3c(C)nc(SC)nc32)cc1	-0.616	-0.284	-0.383	0.976	2.4%	i	42.5	-1.6	1571	i	0.8	-1.26	1335	9.6	709	1.1	16.6*	34.3*	32.2*
COc1ccc(/C=N/NC(=O)c2nc(-c3ccccc3)cc(-c3ccccc3)n2)cc1O	1.78	-0.244	0.569	-0.83	19.2%	i	45.3	-1.1	931	i	0.4	-0.64	1118	47.9	674	0.9	3.0	1.9	20.7
Cc1ccc(/C(O)=C2/C(=O)C(=O)N(CCN3CCOCC3)C2c2cccnc2)cc1 (stereo not drawn)	-0.23	-0.154	0.323	-0.467	-23.3%	i	23.0	-0.1	1059	i	1.0	0.29	1003	5.9	703	1.1	4.4	2.0	12.2
Cn1c(=O)c2c(ncn2CCc2ccccc2)n(C)c1=O	0.114	-0.206	0.378	0.268	-5.5%	i	34.6	-0.4	1342	i	0.2	0.42	1400	-12.7	643	1	3.5	1.7	20.9
O=C(CCNC(=O)OCc1ccccc1)NC1CCCCCC1	-0.0808	-0.143	0.0214	-0.253	13.9%	i	45.9	-1.3	1077	i	0.3	0.12	1518	5.5	686	0.9	2.4	1.8	7.6
COc1ccccc1NC(=O)CN(Cc1ccco1)C(=O)c1cc2ccccc2o1	1.45	-0.112	0.725	-1.29	-7.0%	i	28.2	-0.6	1030	i	0.3	-0.52	1320	-4.6	694	1.1	2.8	2.7	8.1
CCOC(=O)C(C)Sc1nnc(Cc2cc(=O)[nH]c(=O)[nH]2)n1-c1ccc(OCC)cc1 (stereo not drawn)	0.807	0.39	0.704	-0.43	-2.7%	i	/	/	/	i	5.0	0.02	1044	/	/	1.1	3.7	1.6	3.5
O=C(CSC1=NC(=O)C(Cc2ccccc2)C(=O)N1)NC1CCCCC1 (stereo not drawn)	-0.267	-0.153	-0.834	-0.149	14.8%	i	24.1	0.9	1049	i	2.1	-0.38	1285	-3.0	695	1.1	1.8	1.4	12.0
COCCCNC(=S)NNC(=O)C(O)(c1ccccc1)c1ccccc1	0.175	-0.253	0.0826	0.0775	-7.4%	i	49.5	-6.3	1151	i	0.4	0.52	1492	3.1	708	2.5	1.4	0.9	4.3
